# Screening data as filed in PubChem.
# NPYLR7 ag – agonists of mosquito NPYLR7 receptor, primary screen, cell-based, Aedes aegypti, calcium fluorescence, mosquito biting behavior; Aedes aegypti neuropeptide Y-like receptor 7 (NPYLR7); HEK293T NPYLR7/Galpha15, GCaMP6s calcium fluorescence; activation, % at 10 µM; 270,000 compounds, 0.15% hits; in the data active = activation above about 40%;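 note: 0% = vehicle and 100% = reference agonist at the receptor; some compounds past the cut are filed as inactive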
# hcGAS lum – Primary biochemical luminescence assay for human cyclic GMP-AMP synthase inhibitors | recombinant h-cGAS, ATP depletion, Kinase-Glo luminescence | 290,000 compounds, 0.081% hits | inhibition, % at 12.5 µM | Q8N884 | AID 1259398, 2018;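 note: 0% = vehicle reaction and 100% = reaction without DNA for no activity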
# Target sequence (Q8N884 whole entry, looked up): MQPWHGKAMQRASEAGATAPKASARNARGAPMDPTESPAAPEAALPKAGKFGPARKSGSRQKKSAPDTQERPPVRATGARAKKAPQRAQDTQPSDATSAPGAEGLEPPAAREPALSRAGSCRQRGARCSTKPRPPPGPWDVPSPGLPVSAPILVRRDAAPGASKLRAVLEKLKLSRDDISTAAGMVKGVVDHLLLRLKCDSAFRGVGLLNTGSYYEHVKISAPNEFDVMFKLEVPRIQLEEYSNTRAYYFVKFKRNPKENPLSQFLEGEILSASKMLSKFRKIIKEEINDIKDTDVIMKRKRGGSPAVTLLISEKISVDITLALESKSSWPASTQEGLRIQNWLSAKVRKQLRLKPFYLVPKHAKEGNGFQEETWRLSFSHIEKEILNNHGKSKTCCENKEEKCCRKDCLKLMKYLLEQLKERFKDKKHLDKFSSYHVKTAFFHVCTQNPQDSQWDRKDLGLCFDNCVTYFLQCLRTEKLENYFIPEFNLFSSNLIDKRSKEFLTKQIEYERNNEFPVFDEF
# mcGAS lum – cyclic GMP-AMP synthase inhibitors, mouse, primary biochemical chemiluminescence; Q8C6L5; recombinant cGAS, Kinase-Glo ATP depletion luminescence; inhibition, % at 12.5 µM; 160,000 compounds, 0.15% hits;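 note: 0% = negative control wells and 100% = reference inhibitor with no enzyme activity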
# The depositor's hits bear a star; nt = no result given; & = joins results of further samples. Cut-off read from the data, not from the text of the source, unless noted: active = inhibition above about 40%; inactive = the rest. Rows are unselected; overall some 0.27% were active at least once.
SMILES	NPYLR7 ag	hcGAS lum	mcGAS lum
CC(C)(C)c1ccc(C2SCCN2C(=O)c2ccc(Cl)cc2)cc1 (centres undefined)	-1.3	-4.0	-4.6
CC(C)c1cc(C2CCN(C(=O)c3ccc(-c4ncn[nH]4)cc3)CC2)[nH]n1	6.5	-4.1	nt
CCN(CC)c1onc(-c2ccccc2)c1CN(CCN1CCOCC1)CC(O)COCc1ccccc1 (centres undefined)	13.3	-4.6	-4.0
CN(Cc1cccc2cnccc12)C(=O)c1cn(Cc2ccccc2F)nn1	15.1	-4.6	-10.9
CC(=O)OC12CC3CC(C1)CC(C(=O)N(C)Cc1nc(C)no1)(C3)C2	24.0	-3.7	nt
CC(C)N(Cc1csc(COc2ccc(Cl)cc2)n1)C(=O)c1ccc(F)cc1	23.6	-7.2	-5.5
S=c1[nH]nc(SCC#Cc2ccccc2)s1	0.6	-7.1	-2.8
O=C(NCC1CCCO1)c1cnn(-c2ccc(Cl)cc2)c1-c1ccccc1 (centres undefined)	19.3	-8.0	-4.8
O=C(O)c1coc(CN(Cc2cccc(Oc3ccccc3)c2)Cc2cccc(C(F)(F)F)c2)n1	0.4	-3.8	-3.5
CCC(CC)C(=O)Nc1nonc1-c1ccc(C)cc1	-11.2	-10.8	nt
CN(C)S(=O)(=O)c1ccc(C(=O)Nc2c3c(nn2-c2ccccc2)CS(=O)(=O)C3)cc1	-5.8	-1.5	nt
COCCNC(=O)N1CCCN(C(=O)C(C)(C)C)CC1	1.6	-3.1	nt
COc1ccc(C(=O)Nc2ccc(-c3nc4cc(C)ccc4o3)cc2)cc1[N+](=O)[O-]	8.8	-3.2	-4.0
COc1ccc(/C=C2\C=C(c3ccccc3)N(c3ccc(Br)cc3C)C2=O)cc1	0.3	-4.7	-5.2
O=C(NCc1ccc(N2CCOCC2)nc1)c1ccccn1	1.5	-9.6	nt
NS(=O)(=O)c1ccc2c(c1)CCN2C(=O)CN1CCCCC1	-1.8	-7.0	nt
COc1ccc(S(=O)(=O)N2CCC(Cc3ccccc3)CC2)cc1N1CCN(S(=O)(=O)c2ccc(F)cc2)CC1	18.0	-11.9	-7.2
CN(CC(=O)N(CCC#N)CCC#N)Cc1ncc(-c2ccccc2)[nH]1	3.8	-8.5	nt
CCN(CC)C(=O)c1cc(-c2cc(C(=O)N(CC)CC)c3ccccc3n2)nc2ccccc12	1.9	-3.8	-3.6
Cc1ccccc1N1CCN(C(=O)NCCN2CCCC2)CC1	0.5	-5.0	-6.8

# Shown with two lines to a compound: entries from further up
# Values run as follows: NPYLR7 ag | hcGAS lum | mcGAS lum
- COc1ccc(C(=O)Nc2ccc(-c3nc4cc(C)ccc4o3)cc2)cc1[N+](=O)[O-]
    8.8 | -3.2 | -4.0
- CN(C)S(=O)(=O)c1ccc(C(=O)Nc2c3c(nn2-c2ccccc2)CS(=O)(=O)C3)cc1
    -5.8 | -1.5 | nt
- COc1ccc(/C=C2\C=C(c3ccccc3)N(c3ccc(Br)cc3C)C2=O)cc1
    0.3 | -4.7 | -5.2
- COc1ccc(S(=O)(=O)N2CCC(Cc3ccccc3)CC2)cc1N1CCN(S(=O)(=O)c2ccc(F)cc2)CC1
    18.0 | -11.9 | -7.2

# Additional records:
SMILES	NPYLR7 ag	hcGAS lum	mcGAS lum
COc1ccc(Cl)c(NS(=O)(=O)c2cnc(Cl)n2C)c1	-22.2	-8.2	nt
CC(OC(=O)c1cccc(CN2C(=O)CNC2=O)c1)C(=O)C12CC3CC(CC(C3)C1)C2 (centres undefined)	-0.2	-1.2	nt
OCCn1nc(-c2ccccc2)cc1-c1ccccc1	-11.5	-4.0	-8.4
CC1CN(C(=O)CCN2CCc3sccc3C2c2ccccc2)CCN1C(=O)c1cccs1 (centres undefined)	12.6	-6.1	-4.4
CCc1cc(C(=O)NCc2ccc(CN(C)C)cc2)sc1C	10.4	-8.7	nt
COc1cc(-c2ccccc2)sc1C(=O)NC1CC1	-0.2	-1.7	nt
CN(CC(=O)Nc1ccc(Cl)cc1)CC(=O)Nc1ccc(Cl)cn1	-3.9	-6.5	nt
CCCc1[nH]nc2c1C(C1CCCCC1)C(C#N)C(=N)O2 (centres undefined)	8.7	-4.9	nt
O=c1c2ccccc2nc(SCc2cc(=O)n3ccccc3n2)n1C1CCCC1	32.1	-12.2	nt
OC(c1ccc(F)cc1)(c1ccc(F)cc1)c1ccc(CN(Cc2ccsc2)C2CC2)o1	-4.7	-0.2	-3.0
CCCC(CCC)n1[nH]c(=O)cc1N	nt	6.3	0.5
COC(=O)CN(c1ccccc1C)S(=O)(=O)c1cc(C)ccc1C	0.5	2.1	nt
COc1ccc(CCNC(=O)CC(c2ccc(OCc3ccccc3)cc2)c2c[nH]c3ccccc23)cc1OC (centres undefined)	1.9	-5.8	-4.8
O=C(CSc1nc(=O)n(CCCO)c2c1CCC2)NCc1ccc(Cl)cc1	-6.4	-5.2	-9.3
Cc1noc(C)c1CC(=O)NC1CCCN(Cc2ccccc2)C1 (centres undefined)	8.1	-8.3	nt
CS(=O)(=O)N(c1ccc(F)cc1)C1C=CS(=O)(=O)C1 (centres undefined)	1.1&3.2	-5.4&-5.9	nt
Cc1nc2ncccn2c1C(=O)N1CCCC(C(=O)c2ccc3c4c(cccc24)CC3)C1 (centres undefined)	8.7	-6.5	-16.5
CC(C)c1nc(N2CCN(CCn3c(=O)oc4ccccc43)CC2)no1	6.7	-6.5	nt
Cc1nc(COc2ccc(Cl)cc2)sc1C(=O)N1CCNC(=O)C1C(C)C (centres undefined)	5.3	-8.8	nt
CCC(C)Cn1c(CC(C)(C)C)nc2ccccc21 (centres undefined)	2.8	-6.9	nt
O=C(NCC(F)(F)F)C1CC=CCC1c1nc2ccccc2s1 (centres undefined)	-0.2	11.3	nt
Cc1cc(C)c(C)c(S(=O)(=O)NCC(=O)N(C)C)c1C	4.3	-0.6	-6.0
O=C(OCc1cc(=O)n2cc(Br)ccc2n1)c1cnccn1	1.7	-1.6	nt
COc1ccc(S(=O)(=O)NCC2CCCN(C(=O)c3ccoc3)C2)cc1 (centres undefined)	-0.2	-3.7	-5.1
COc1ccc2c(c1)C(C)(Cc1c(Cl)cccc1Cl)C(=O)N2 (centres undefined)	8.7	0.8	-1.0
CC[C@H]1CN(c2nc(C)cc(C(=O)OC)n2)CC[C@@]1(C)O	-0.5&16.5	-3.8&-10.0	nt
COc1cccc(-c2nc3cc(C)cc(C)n3c2NC(C)(C)C)c1	-2.0	0.8	-2.4
COc1ccc(CCN(C)C(=O)c2ccc(CSc3nc(Cl)cc(N4CCC5(CC4)OCCO5)n3)cc2)cc1OC	19.4	-4.3	-4.7
COC(=O)[C@H]1CN(C(=O)N2CCOCC2)CCN1C(=O)CSC	-8.4	-4.1	-5.2
N#Cc1c2c(c(N3CCN(CCO)CC3)n3c1nc1ccccc13)CCC2	10.0	-3.9	nt
CCn1cc(SCC(=O)N2C[C@H](N)C[C@H]2C(=O)NC)c2ccccc21	13.1	4.6	nt
COc1ccc(C2SCC(=O)N2Cc2ccco2)c(OC)c1 (centres undefined)	-9.8	-3.0	-4.2
COc1ccc(-c2cc(CC(=O)NC3CCCC3)no2)cc1OC	11.0	-5.5	-8.4
COc1ccccc1NC(=O)N(Cc1cc(Cl)ccc1OS(=O)(=O)c1ccc(NC(C)=O)cc1)CC1CCCO1 (centres undefined)	18.3	-9.6	-5.4
Cc1nn2cc(CCNC(=O)C3CC(=O)N(CC(C)C)C3)nc2s1 (centres undefined)	7.1	-1.1	nt
O=C(c1ccc(Cl)cc1)N1CCSC12CCN(S(=O)(=O)c1cccc(C(F)(F)F)c1)CC2	-2.8	-9.4	-6.1
O=C(NCc1cc(-c2ccc3c(c2)OCO3)on1)C1CCCC1	0.8	-8.4	-6.2
CS(=O)(=O)NCC1CN(c2ccc(Cl)c(Cl)c2)C(=O)O1 (centres undefined)	1.5	-3.6	nt
CCCc1ccccc1N1C(=O)CSC1c1cccc(NC(=O)COc2ccc(Cl)cc2)c1 (centres undefined)	22.2	-8.5	-5.5
CCOC(=O)c1scc(-c2ccc(C)cc2)c1S(=O)(=O)N1CCC2(CC1)OCCO2	7.8	-4.0	-7.6
Cn1c2ccccc2n2c(=N)c3cc([N+](=O)[O-])ccc3c(C#N)c12	-5.6	-4.8	nt
O=C(Nc1ccc(Cl)cc1Cl)C1CCCN1C(=O)c1cnccn1 (centres undefined)	-0.1	-8.4	nt
O=C(NCC1CCCO1)c1cccnc1N1CCN(C(=O)c2cc(F)cc(F)c2F)CC1 (centres undefined)	1.6	-3.9	-6.8
CC(C)Oc1cnn(-c2ccc(Cl)cc2)c(=O)c1Nc1cccc(C(=O)NCc2ccco2)c1	-2.1	-7.3	-7.7
OCC1(CCc2ccccc2)CCCN(c2ncnc3nc[nH]c23)C1 (centres undefined)	-3.5	-5.5	nt
Cc1ccc(NC(=O)CSc2nc(N)c(NC(=O)c3ccc(Br)o3)c(=O)[nH]2)c(C)c1	-2.6	0.0	-7.3
Cc1cc(C)n(CC(C)CNC(=O)NCCc2cccs2)n1 (centres undefined)	3.6	2.3	nt
O=c1[nH]nc(SCc2ccc(F)c3cccnc23)n1C1CC1	0.7	-1.7	nt
CCN(CC)c1ccc2cc(-c3nnc(Nc4ccc(Oc5ccc(Cl)cc5)cc4)s3)c(=O)oc2c1	-2.8	-0.4	nt
Cc1cccc(CO[C@]2(C(=O)NCCN3CCCC3)CC(OCc3ccccc3C#N)[C@@H]3OC(C)(C)O[C@@H]3C2)c1 (some centres undefined)	22.0	-7.6	-4.6

# (further entries)
SMILES	NPYLR7 ag	hcGAS lum	mcGAS lum
COc1ccc(OC)c(NC(=S)NCCN2CCOCC2)c1	-15.8	9.7	nt
CCOC(=O)c1c(C)n(OCc2ccccc2)c2ccc3nonc3c12	2.8	-5.9	-7.4
COCCNC(=O)C(NC(=O)c1cccc(C)c1)C1CCN(C(=O)c2ccc(F)cc2)CC1 (centres undefined)	9.0	-6.2	-8.1
CC(=O)c1ccc(NC(=O)CSc2nnc(NCC(C)C)s2)cc1	6.4	-1.2	nt
COc1ccc(S(=O)(=O)N(Cc2ccco2)Cc2nccn2Cc2cccc(Cl)c2)cc1	13.1	-4.8	-3.2
CN(C)C(=O)C1CN(C(=O)c2coc(COc3cccc(F)c3)n2)CCO1 (centres undefined)	-7.2	1.6	-8.1
COCCCNCC(=O)N1CCc2sccc2C1COc1ccc(Cl)c(C)c1 (centres undefined)	25.9	-0.9	nt
O=C(NC1CCCC1)c1cc(=O)c(OCc2ccc(F)cc2)co1	1.9	-7.4	nt
CCSc1nc(NC(C)C)c2cnn(CCNC(=O)Cc3ccc(OC)cc3)c2n1	-4.4	1.5	-7.0
CCCc1nccn1-c1cccc(CN2CCCC2)c1	-1.6	-7.6	-11.1

# In the list so far, these have a cyano group.
SMILES	NPYLR7 ag	hcGAS lum	mcGAS lum
CN(CC(=O)N(CCC#N)CCC#N)Cc1ncc(-c2ccccc2)[nH]1	3.8	-8.5	nt
CCCc1[nH]nc2c1C(C1CCCCC1)C(C#N)C(=N)O2 (centres undefined)	8.7	-4.9	nt
N#Cc1c2c(c(N3CCN(CCO)CC3)n3c1nc1ccccc13)CCC2	10.0	-3.9	nt
Cn1c2ccccc2n2c(=N)c3cc([N+](=O)[O-])ccc3c(C#N)c12	-5.6	-4.8	nt
Cc1cccc(CO[C@]2(C(=O)NCCN3CCCC3)CC(OCc3ccccc3C#N)[C@@H]3OC(C)(C)O[C@@H]3C2)c1 (some centres undefined)	22.0	-7.6	-4.6
